Assay outcomes deposited in PubChem by several laboratories.
HEK293 NOD2/NF-kB: NOD2 signaling inhibitors, cell-based, luminescence, uHTS, HEK293 (AID 1566). HEK293 NOD2/NF-kB luciferase reporter, luminescence; higher % means a stronger effect. inhibition, % at 4 µM; hits with a dose series show EC50 in µM. 290,000 compounds, 0.63% hits; in the data active = inhibition above about 50%; also: many of its hits are not listed in these tables
Ins promoter up: insulin promoter activators in MIN6 cells, imaging, high-content screening, mouse beta cells | MIN6 insulin promoter-GFP reporter; stronger effect = higher value | z-score at 5 µM | 190,000 compounds, 0.3% hits;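 active = z-score above 3 at 5 µM with at least 500 cells counted in the well; inconclusive = wells under 500 cells, flagged as cytotoxic or low count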
MT stabilizer: microtubule stabilizers in HeLa cells, primary screen, imaging, high-content imaging; HeLa tubulin immunostaining HCS, 24 h; share of cells brighter than vehicle mean+2SD; 200,000 compounds, 0.83% hits; % tubulin-high responders, % at 10 µM;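 active = plate Z-score above 3 for both tubulin-high and condensed-nucleus cell shares, with cell loss under 80%, at 10 µM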;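 also: anti alpha tubulin signal scored within the nucleus-defined area of each cell; some results filed as inactive read as strong as hits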
Autophagy HCS: autophagy modulators in MEF cells, primary screen, imaging, high-content, MEF GFP-LC3; MEF GFP-LC3 puncta imaging; test concentration mostly 10 µM; calls only at 10 µM (by protocol); 190,000 compounds, 0.98% hits; AID 463193, 2010;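 active = percentage of spot-positive cells more than 3 SD above its plate mean, without a fluorescence outlier flag or 80% toxicity; inconclusive = no clear call, values can overlap the other calls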;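 also: spot-positive cell cutoff set from DMSO-treated cells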
Yfh1-off respiration: enhancers of respiration in Yfh1-depleted yeast, dose response, Friedreich's ataxia, plus single-dose screen (AID 1465); S. cerevisiae Yfh1-off respiration, WST-1 reduction, 72 h; higher fold induction means a stronger effect; fold induction at 50 µM, or EC50 in µM where a hit was titrated; 220,000 compounds, 0.074% hits;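 active = fold induction of absorbance versus untreated yeast above a set limit, then at least 30% activation at any dose in follow-up; inconclusive = repeats straddling the limit, or above it without dose testing; inactive = fold induction below the set limit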;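 also: activators that raise dye reduction in frataxin-depleted yeast; strong numbers were not always called active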
Dynein transport: inhibitors of GR-EGFP nuclear translocation, primary screen, dynein cargo transport inhibitor project, imaging, high-content, 3617.4 mouse cells; test concentration mostly 20 µM; stimulated with dexamethasone, 1 µM; stronger effect = lower value; z-score, hits read low; 220,000 compounds, 0.47% hits;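 active = plate z-score of nuclear minus cytoplasmic receptor signal below a set negative limit, without overly bright fluorescence or cell loss, cut at about -3.5 in these data, passing the limit was not always enough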;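 also: z-score of nuclear minus cytoplasmic ring GR-EGFP intensity difference per well; some compounds called inactive have numbers as strong as hits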
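Also added: dexamethasone, 1.0 µM final. Medium: tet-free, stripped-serum medium. Detection: fixed, Hoechst-stained cells imaged at 10x for EGFP. Read-out: nuclear-to-cytoplasmic GR-EGFP distribution per well. Times: induction 48 h, compound 1 h, agonist 30 min.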
NOD1 inhibition: NOD1 signaling inhibitors, primary screen, cell-based, luminescence, uHTS (AID 1578); NOD1-driven NF-kB luciferase reporter cells, luminescence; higher % means a stronger effect; inhibition, % at 4 µM, or EC50 in µM where a hit was titrated; 290,000 compounds, 1% hits; in the data active = inhibition mostly above about 36%, no sharp cut-off; inactive = mostly below about 34%;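 also: HEK-293T reporter cells stimulated with the NOD1 agonist gamma-tri-DAP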
P. falciparum M17LAP: P. falciparum M17LAP inhibitors, primary screen, biochemical, fluorogenic H-Leu-NHMec substrate, 1536-well (AID 1619). 220,000 compounds, 0.38% hits. Leucine aminopeptidase (Plasmodium falciparum (isolate 3D7)). recombinant M17LAP, H-Leu-NHMec fluorogenic kinetic assay; higher % means a stronger effect. inhibition, % at 30 µM; hits with a dose series show IC50 in µM;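 active = compound inhibiting the enzyme by more than half at any dose during confirmatory dose-response retesting; inconclusive = strong single-dose inhibitors picked by rank but not retested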;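 also: plate controls were full reaction with DMSO carrier for no effect and no enzyme background for full effect; strong numbers were not always called active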
b-catenin transl: modulators of beta-catenin nuclear translocation, primary screen, imaging, HeLa cells, immunofluorescence, high-content. nuclear translocation activity, % at 5 µM. 190,000 compounds, 0.3% hits. AID 1665, 2009;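 active = nuclear translocation activity above 50% at 5 µM, with a well cell count of 50 or more; inconclusive = wells under 50 cells across six images, flagged as toxic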;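 also: per-cell ratio of nuclear to cytoplasmic median beta-catenin stain intensity; plate controls were DMSO negative control for no effect and GSK-3 inhibitor IX positive control for full effect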
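System: HeLa cells, endogenous beta-catenin; compound dosing: 5 µM primary single dose, 0.1% DMSO, 0.02–20 µM confirmation series; incubation: 24 h compound exposure at 37°C, 5% CO2; signal: beta-catenin immunofluorescence imaging with DAPI; evaluation: % activation, nuclear-to-cytoplasmic median beta-catenin signal ratio per cell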
Dynein transport cytoplasmic EGFP: second read-out of Dynein transport, no call of its own (marks repeat the call); z-score; measured here: cytoplasmic GR-EGFP intensity; stronger effect = higher value
Dynein transport nuclear GR-EGFP: further read-out of Dynein transport, marked with its call; z-score; measured here: nuclear GR-EGFP intensity;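 lower value marks the stronger effect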
Dynein transport cell count: second read-out of Dynein transport, no call of its own (marks repeat the call); z-score; measured here: cell count per field
Ins promoter up cell count: also measured in Ins promoter up; calls as there; cell count; measured here: cytotoxicity, nuclei count;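 total cells summed across four imaged fields per well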
b-catenin transl cell count 5 µM: also measured in b-catenin transl; calls as there; cell count; measured here: cell count, cytotoxicity flag
MT stabilizer Hoechst-high %: also measured in MT stabilizer; calls as there; % Hoechst-high responders; measured here: nuclear condensation Hoechst responders;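 share of cells brighter than vehicle mean plus two SD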
MT stabilizer cytotoxicity %: recorded beside MT stabilizer, whose call it bears; toxicity, %; measured here: cytotoxicity by cell density;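 0% = mean cell density of plate MIN control wells and 100% = no cells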
Autophagy HCS cell loss 18 h: also measured in Autophagy HCS; calls as there; toxicity, %; measured here: cell loss, nuclei count;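 cell loss after 18 h compound exposure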
Active calls of the source: *; i = inactive; ? = inconclusive; . = not tested or not shown.

SMILES	HEK293 NOD2/NF-kB	Ins promoter up	Ins promoter up cell count	MT stabilizer	MT stabilizer Hoechst-high %	MT stabilizer cytotoxicity %	Autophagy HCS	Autophagy HCS cell loss 18 h	Yfh1-off respiration	Dynein transport	Dynein transport cytoplasmic EGFP	Dynein transport nuclear GR-EGFP	Dynein transport cell count	NOD1 inhibition	P. falciparum M17LAP	b-catenin transl	b-catenin transl cell count 5 µM
Cc1ccccc1OCC(=O)NCCc1nc2ccccc2[nH]1	-7.8%	-0.08	1202	4.7	2.6	11.3	i	9.3	i	-0.0593	-0.253	0.492	0.234	-21.1%	1.8%	-2.9	563
O=C1CC(=O)N(Cc2cccs2)C(=O)N1	15.4%	0.03	1238	1.4	1.7	7.2	i	-11.3	i	-0.768	-0.247	-0.187	0.156	6.6%	13.1%	-0.9	937
COc1ccc(C(c2nnnn2CCc2ccccc2)N2CCN(C3CCCC3)CC2)cc1 (stereo not given)	-30.8%	0.54	1131	2.1	1.3	4.3	i	-9.0	i	-0.00165	-0.207	0.156	0.458	-13.9%	8.8%	0.8	1132
COc1ccc(C=O)cc1Cn1c(C)cc(C)c(C#N)c1=O	7.0%	.	.	2.1	2.2	10.7	i	-49.7	i	2.74	-0.261	1.71	-1.25	-5.0%	-7.2%	-0.9	1091
N=c1c2c(ncn1CCCO)Oc1ccc3ccccc3c1C2c1ccccc1 (stereo not given)	23.5%	-0.58	1046	.	.	.	.	.	i	-0.721	-0.279	-0.301	0.99	0.5%	3.3%	2.9	1231
Cc1cc(N2CCN(C/C=C/c3ccccc3)CC2)n2ncnc2n1	45.4%	?	.	3.5	2.0	9.8	i	23.8	i	1.42	-0.132	1.03	0.442	37.9%	-3.7%	1.8	827
O=C1CC(Cc2ccccc2)C(=O)N1c1ccccn1 (stereo not given)	2.3%	0.03	1071	.	.	.	.	.	i	-0.433	-0.279	0.36	1.02	-7.5%	7.4%	-2.4	1389
CCn1c2c(c(=N)c3ccccc31)CCC2	1.3%	-0.21	1025	.	.	.	.	.	.	-1.17	-0.266	-0.0317	0.82	-15.1%	.	-1.6	1393
Cc1cc(NS(=O)(=O)c2ccc(NC(=S)NC(=O)c3ccc(Br)cc3)cc2)no1	7.6%	0.06	1425	6.7	2.4	7.3	i	-0.7	i	1	-0.275	0.195	-0.605	-13.8%	29.8%	-3.5	556
Cc1cccc(-n2cc[nH]c2=S)c1C	7.5%	0.27	1547	5.7	1.2	1.6	i	11.2	i	1.87	-0.202	0.961	-0.449	-13.2%	0.4%	-1.2	1119
O=C1c2ccccc2S(=O)(=O)N1CC1CC(c2ccc(Cl)cc2)=NO1 (stereo not given)	-77.3%	0	1326	2.7	1.7	11.6	i	7.0	i	-0.0772	-0.198	0.574	0.678	-71.5%	-1.9%	-1.2	553
O=C(NCCO[N+](=O)[O-])c1cccnc1	-3.0%	1.07	1366	.	.	.	.	.	i	.	.	.	.	-7.2%	-5.9%	-1.3	1141
CN(C)c1ccc(NC2=C(Cl)C(=O)c3ccccc3C2=O)cc1	-19.3%	?	.	3.4	3.4	8.2	i	22.3	i	-2.55	1.02	-1.47	-1.56	-30.0%	6.2%	-1.3	933
COc1ccc(NC(=O)c2c(Nc3ccccc3)sc(C(=O)c3ccc(F)cc3)c2N)cc1	.	-0.77	969	3.6	1.4	1.7	i	-5.5	.	-0.0288	0.242	0.356	-1.52	.	2.3%	13.4	1100
COc1cc(-c2nc3cnccn3c2Nc2c(C)cccc2C)ccc1O	6.3%	-0.94	839	2.1	1.5	4.2	i	-1.9	i	1.46	0.354	1.59	-1.54	4.0%	-18.9%	3.9	1154
CCN1CCN(CCNC(=O)c2cn(Cc3ccccc3F)nn2)CC1	3.3%	.	.	4.8	3.9	4.0	i	22.6	.	2.74	0.0234	1.29	-3	-40.8%	-0.9%	0.6	1175
O=S(=O)(Nc1nc2ccccc2nc1Cl)c1ccccc1	10.1%	1.22	1626	1.3	3.7	6.2	i	1.4	i	0.125	-0.0145	0.00598	-0.41	-7.4%	11.7%	-0.2	1074
CC(C)c1ccc(-c2nnn(Cc3nc4ccccc4s3)n2)cc1	-4.0%	-0.31	1263	5.8	2.6	5.2	i	-1.9	i	0.0602	-0.232	0.297	-1.4	-11.9%	3.1%	.	.
Cn1c(C(=O)O)cc2c(=O)n3ccccc3nc21	5.3%	-0.25	1009	.	.	.	.	.	i	-0.575	-0.762	-0.503	0.383	-13.2%	1.4%	-0.5	1397
O=C(O)CCC(=O)N1CCc2cc(S(=O)(=O)NCc3cccs3)ccc21	21.0%	-0.5	1417	3.1	1.6	6.4	i	10.3	i	-0.595	-0.453	-0.482	0.76	17.4%	3.6%	0.7	1295
CC1CCCN(Cc2nc3c(c(=O)n(C)c(=O)n3C)n2CCc2ccccc2)C1 (stereo not given)	6.3%	-0.24	1339	2.7	1.9	10.2	i	3.1	i	-0.193	-0.274	0.393	1.05	-4.9%	5.6%	.	.
COCCNS(=O)(=O)c1ccccc1	12.2%	.	.	1.1	1.4	6.7	i	9.7	i	-0.141	-0.315	-0.332	0.607	19.0%	1.6%	.	.
Cc1occc1C(=O)N1N=C(C2CC2)CC1(O)C(F)(F)F (stereo not given)	22.8%	-0.63	1594	3.4	1.2	4.8	i	-3.4	i	-0.673	-0.196	-0.961	0.101	5.3%	-0.8%	-3.8	1298
Cc1cccc(C)c1OCC(C)N (stereo not given)	-44.4%	0.84	555	.	.	.	.	.	i	-0.176	-0.748	0.282	-0.215	-7.8%	-2.5%	0.3	1090
O=C(C[n+]1ccc(C(=O)N/N=C/c2ccc(O)cc2)cc1)c1ccccc1	-12.8%	.	.	2.2	1.0	7.4	i	-10.2	i	-0.531	-0.248	-0.338	1.21	6.2%	0.6%	-1.9	979
O=C(CN1CCN(C(c2ccccc2)c2ccccc2)CC1)N1N=CCC1c1ccccc1 (stereo not given)	18.1%	-0.85	1130	.	.	.	.	.	i	-0.244	-0.265	-0.187	0.578	-2.4%	5.7%	0.3	1260
Cc1c(C(=O)N2CCCCC2)nn(-c2ccc(Cl)cc2)c(=O)c1C#N	11.5%	-0.05	1379	1.9	1.7	7.5	i	-7.8	i	0.72	-0.364	0.281	-0.435	-10.3%	2.0%	-1.4	1118
Cc1ccc(C(=O)N2CCCC2)c(F)c1F	2.8%	.	.	2.6	1.3	4.7	i	6.4	i	-0.536	-0.234	-0.0822	0.503	1.0%	-0.6%	.	.
CCO[C@@H]1OC(C(=O)N2CCN(C)CC2)=C[C@H](c2coc3ccccc3c2=O)[C@H]1CCCO	11.6%	0.82	1417	1.3	1.3	1.5	i	-11.2	i	0.568	-0.236	0.768	-0.806	-7.1%	1.5%	0.8	1093
CCN1C(=O)C(C)S/C1=N\S(=O)(=O)c1ccc(Cl)s1 (stereo not given)	10.3%	0.13	1007	2.5	1.1	7.1	i	-13.2	i	-0.824	-0.214	-0.351	0.898	-10.6%	-5.7%	0.8	1076
CCCCC(=O)NC(N1CCCCC1)C(Cl)(Cl)Cl (stereo not given)	9.2%	0.33	1511	2.1	1.6	5.8	i	6.0	i	-0.215	-0.206	0.429	1.08	11.1%	2.4%	-0.8	1328
CC(=O)Nc1ccc(NC(=O)C(C)OC(=O)c2ccccc2Sc2ccccc2C#N)cc1 (stereo not given)	11.8%	-0.27	1409	5.8	2.5	7.1	i	23.0	i	-0.914	-0.272	-0.417	1.15	-23.0%	4.3%	-0.6	1107
Cc1cccc2cc(CN(CC3CCCO3)C(c3nnnn3Cc3ccco3)C(C)C)c(=O)[nH]c12 (stereo not given)	8.4%	-0.29	1650	1.7	1.2	10.8	i	43.0	.	-0.694	-0.156	-0.336	0.513	1.6%	3.6%	-0.2	1370
O=C1C2CC=CCC2C(=O)N1c1ccc(Cc2ccncc2)cc1 (stereo not given)	26.6%	-0.98	1513	2.0	3.9	13.3	i	6.0	i	-0.167	-0.2	0.597	0.669	-4.2%	11.6%	2.6	910
O=C(Nc1cccc2nsnc12)c1cccnc1Cl	4.2%	0.12	1341	2.1	3.5	3.3	i	-4.1	i	-0.713	0.261	-0.417	0.277	-10.9%	-8.2%	-0.9	1028
CCOC(=O)CSC1=C(C#N)C(c2ccco2)C(C(=O)Nc2cccc(C(F)(F)F)c2)=C(C)N1 (stereo not given)	14.0%	-0.49	1301	1.7	1.2	3.8	i	9.1	i	0.65	-0.17	0.0449	-0.872	-13.5%	14.6%	.	.
c1ccc(-c2noc(CCC3CCCC3)n2)cc1	-16.8%	1.04	1525	1.1	0.9	1.9	i	8.6	i	-0.21	-0.256	0.481	-0.0945	-20.2%	-0.1%	-4.0	1105
CCC(=O)Nc1cc(C(=O)OCC(=O)c2ccccc2)ccc1C	-14.1%	?	.	6.3	4.2	11.8	i	1.2	i	2.63	0.135	1.5	-1.92	-32.4%	6.8%	.	.
COc1ccc2cc3[n+](cc2c1OC)CCc1cc2c(cc1-3)OCO2	-3.4%	?	.	3.1	4.0	9.9	i	-3.9	i	-0.481	-0.293	0.14	0.897	-22.8%	27.1%	.	.
COc1ccc(CNC(=S)Nc2cccc(C)c2C)cc1	0.2%	0.05	1196	3.3	2.1	5.0	i	-2.3	i	-0.0276	0.577	0.0311	0.221	-6.0%	2.4%	-1.7	1022

Some of the compounds tested, so the mix of outcomes need not match the whole.
